BRCT PPI green: qHTS Assay for Inhibitors of BRCT-Phosphoprotein Interaction (Green Fluorophore); Breast cancer type 1 susceptibility protein (Homo sapiens), P38398; BRCA1 BRCT-phosphopeptide binding, green fluorescence polarization; Potency, µM (top dose mostly 76.9 µM), without a hit: at the highest dose activity change, negative = inhibition, most hits filed as inhibitors; actives 0.05% (n = 75,000); AID 875, 2007;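 also: potency is read from the fitted curve at half-maximal effect; plate controls were peptide without protein for full effect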
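Fluorescence polarization: His-tagged BRCT (~35 kDa BRCA1 C-terminus, 250 nM) bound to 100 nM fluorescein-labeled phosphorylated 10-aa BACH1 peptide, pH 7.3 phosphate buffer with DTT and Tween 20. Compounds incubated 12 min at room temperature; inhibition read as lowered polarization.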
Casp7 inh: qHTS Assay for Allosteric/Competitive Inhibitors of Caspase-7 | P55210 | recombinant caspase-7, Ac-DEVD-AFC fluorescence rate | Potency, µM (series often up to 57.5 µM), for the others: at the highest dose activity change, negative = inhibition, most hits filed as inhibitors | actives 0.02% (n = 75,000); active = well fitted inhibition curve with a large enough effect in the main read-out, with a control signal flat, not every such curve was filed as active; inconclusive = small, poorly fitted or top-dose-only effect, or a change in a side signal; also: potency is read from the fitted curve at half-maximal effect; % of control where 0% means no effect
USP2a inh: qHTS Assay for Inhibitors of Ubiquitin-specific Protease USP2a | Ubiquitin carboxyl-terminal hydrolase 2 (Homo sapiens), O75604 | USP2a enzymatic assay, qHTS inhibition | Potency, µM (doses to about 38.3 µM), without a hit: top-dose activity change, negative = inhibition, most hits filed as inhibitors | actives 0.1% (n = 60,000);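 also: potency is read from the fitted curve at half-maximal effect; nearly all actives have a fitted effect of over 60% in size; plate controls were DMSO for no effect and NEM full inhibition control for full effect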
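USP2 core (20nM final) preincubated 30 min RT with compound, then Ub-PLA2 20nM and NBD C6-HPC 20uM final added; buffer 20mM Tris-HCl pH 8.0, 2mM CaCl2. Fluorescence Ex 460/Em 535 read at 0 and 2.5 h; normalized to NEM.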
Luciferase inh: qHTS Assay for Inhibitors of Firefly Luciferase; purified firefly luciferase, luminescence, 8 min; actives 2.2% (n = 72,000); Potency, µM (top dose mostly 57.1 µM), for the others: top-dose activity change, negative = inhibition, actives largely listed as inhibitors; also: potency is read from the fitted curve at half-maximal effect; % is scaled to controls: 0 for no effect and ±100 for the full control effect; nearly all actives have a fitted effect of over 40% in size
Target sequence (P08659 whole entry, looked up): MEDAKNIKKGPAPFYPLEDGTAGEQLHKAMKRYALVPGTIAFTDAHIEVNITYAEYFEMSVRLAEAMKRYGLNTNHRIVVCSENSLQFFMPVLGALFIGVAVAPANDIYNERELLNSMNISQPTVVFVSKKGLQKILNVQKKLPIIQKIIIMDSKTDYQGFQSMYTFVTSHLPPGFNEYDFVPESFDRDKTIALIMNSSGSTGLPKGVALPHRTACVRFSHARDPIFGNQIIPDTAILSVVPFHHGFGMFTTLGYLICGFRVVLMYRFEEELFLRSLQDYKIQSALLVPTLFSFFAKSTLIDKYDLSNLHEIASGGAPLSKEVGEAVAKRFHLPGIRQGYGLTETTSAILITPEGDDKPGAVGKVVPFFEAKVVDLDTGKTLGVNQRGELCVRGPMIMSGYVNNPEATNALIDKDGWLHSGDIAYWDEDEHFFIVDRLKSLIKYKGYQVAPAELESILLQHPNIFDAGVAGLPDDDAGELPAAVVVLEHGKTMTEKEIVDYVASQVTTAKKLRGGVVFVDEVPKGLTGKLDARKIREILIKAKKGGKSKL
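Titration-based qHTS; buffer 50 mM imidazole pH 7.2, 50 mM KCl, 7 mM MgCl2, 10 uM ATP, 0.01% Tween 20, 0.05% BSA; luciferase/luciferin detector mix added after compound; 8 min, ambient; luminescence.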
A350 autofl: qHTS Assay for Spectroscopic Profiling in A350 Spectral Region. Compound autofluorescence, 340/450 nm, Alexa 350 dye-equivalents; hits give high values. max dye-equivalent concentration, M. actives 11% (n = 59,000). AID 590, 2007; in the data active = max dye-equivalent concentration above about 10 nM; inconclusive = mostly about 1.1 nM to 9.6 nM
Casp1 inh: qHTS Assay for Allosteric/Competitive Inhibitors of Caspase-1. Caspase-1 enzyme, Ac-WEHD-AFC fluorogenic rate. Potency, µM (highest dose often 57.5 µM), without a hit: at the top dose activity change, negative = inhibition, most hits filed as inhibitors. actives 0.03% (n = 75,000). AID 900, 2007;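 also: potency is read from the fitted curve at half-maximal effect; plate controls were vehicle for no effect and no substrate for full effect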
Target sequence (P29466 120-297 limits assumed): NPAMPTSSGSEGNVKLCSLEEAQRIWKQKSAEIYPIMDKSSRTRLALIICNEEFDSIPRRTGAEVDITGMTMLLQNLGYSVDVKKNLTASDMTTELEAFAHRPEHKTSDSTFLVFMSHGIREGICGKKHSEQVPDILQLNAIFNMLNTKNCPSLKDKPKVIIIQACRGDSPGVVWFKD
Target sequence (P29466 317-404 limits assumed): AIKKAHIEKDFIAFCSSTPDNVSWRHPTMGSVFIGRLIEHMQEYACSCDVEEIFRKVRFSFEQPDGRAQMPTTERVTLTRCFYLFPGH
BRCT inh red: qHTS Assay for Inhibitors of BRCT-Phosphoprotein Interaction (Red Fluorophore). Breast cancer type 1 susceptibility protein (Homo sapiens), P38398. BRCT-phosphopeptide binding, red fluorescence polarization. Potency, µM (top dose mostly 76.9 µM), without a hit: at the top dose activity change, negative = inhibition, hits mostly inhibitors. actives 0.03% (n = 75,000). AID 892, 2007; also: % is scaled to controls: 0 for no effect and ±100 for the full control effect
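Rhodamine-labelled pBACH1 10-mer (100 nM) bound to BRCT domain (100 nM) at pH 7.3; compounds incubated 12 min room temperature, polarization read. Free peptide defines full inhibition; unlabelled decapeptide titrated as control.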
Tau fil binding: qHTS Assay for Tau Filament Binding; Microtubule-associated protein tau (Homo sapiens), P10636; recombinant tau filaments, thioflavin S fluorescence, 15 h; filaments grown with octadecylsulfate alongside compound; Potency, µM (highest dose often 57.1 µM), without a hit: at the highest dose activity change, negative = inhibition; actives 2% (n = 71,000); AID 596, 2007;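 also: potency is read from the fitted curve at half-maximal effect; % is scaled to controls: 0 for no effect and ±100 for the full control effect; actives lower thioflavin S fluorescence by blocking filaments or displacing dye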
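Thioflavine S fluorescence (ex 450, em 510 nm) reports filaments formed from 1 uM human tau plus 30 uM ODS over 15 h at 37 C (10 mM HEPES pH 7.4, 100 mM NaCl, 5 mM DTT); compounds displacing dye or blocking filaments lower signal.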
ERK AVP inh: qHTS Assay for Inhibitors of the ERK Signaling Pathway using a Homogeneous Screening Assay. HEK293-V1b, vasopressin-stimulated pERK AlphaScreen. AID 995, 2007. actives 0.99% (n = 72,000). Potency, µM (doses to about 57.5 µM), for inactives: at the top dose activity, negative = inhibition, most hits filed as inhibitors; also: potency is read from the fitted curve at half-maximal effect; % is scaled to controls: 0 for no effect and ±100 for the full control effect; nearly all actives have a fitted effect of over 55% in size
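V1b-HEK293 cells; cpd 30 min 37C; 25 nM vasopressin 5 min; lyse 10 min; AlphaScreen beads 5 hr RT. Normalized to DMSO basal and 25 nM vasopressin; AC50 by Hill fit.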
HEK293 cAMP cs: qHTS Assay for Agonists of the Thyroid Stimulating Hormone Receptor: Activators of Intracellular cAMP Concentrations in Parental HEK 293; parental HEK293 CNG cAMP sensor, membrane potential fluorescence; Potency, µM (doses to about 57.1 µM), for the others: at the top dose activation, most hits filed as activators; actives 2.5% (n = 73,000); also: potency is read from the fitted curve at half-maximal effect; % of control where 0% means no effect; nearly all actives have a fitted effect of over 55% in size
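Parental HEK 293 cells stably expressing a cAMP-gated CNG channel were loaded with membrane potential dye containing 100 uM RO 20-1724 for 60 min. Compound added for 30 min; depolarization read as fluorescence intensity at 590 nm.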
CRE-bla Fsk: Cell signaling CRE-BLA (Fsk stim); actives 2.5% (n = 71,000); CHO CRE-bla reporter (cAMP response element driving beta-lactamase), forskolin EC10, beta-lactamase ratio; AID 662, 2007; Potency, µM (series often up to 38.2 µM), for inactives: at the highest dose activity change, negative = inhibition, usual class: activators; active = well fitted activation curve with a large enough effect in the signal ratio, with a control signal flat, not every such curve was filed as active; inconclusive = small, poorly fitted or top-dose-only effect, or effect the other way, or a change in a side signal; the % refers to the signal ratio; also: potency is read from the fitted curve at half-maximal effect; % of control where 0% means no effect
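Titrated compounds plus EC10 NKH 477 on CHO CRE-bla cells, 3 h, 37 °C. CCF4, 2 h RT. Ratio 460/530 nm → AC50.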
Starred values were filed as active, the others as inactive; i = inactive; ? = inconclusive; nt = no result given; [ ] = remark or other dose. Unless noted, calls follow the shape of the dose curve; as a rule, active = well fitted curve in the direction sought with a large enough effect; inconclusive = small, poorly fitted or top-dose-only effect, or another doubt; inactive = no such curve, though single readings can be large; an effect the other way counts as inactive or inconclusive.

Molecule | BRCT PPI green | Casp7 inh | USP2a inh | Luciferase inh | A350 autofl | Casp1 inh | BRCT inh red | Tau fil binding | ERK AVP inh | HEK293 cAMP cs | CRE-bla Fsk
COc1ccccc1C(=O)NCC(=O)Nc1ccccc1 | -0.2% | -2% | -1% | -16% | i | -4% | -2.1% | 6% | -10% | -1% | ?
CCCC12CN3CC(C)(CN(C1)C31C(=O)Nc3ccc(C)cc31)C2=O (stereo unspecified) | -0.7% | -1% | 1% | 0% | i | 0% | -3.6% | 20µM* | -6% | -22% | 4%
c1ccc(-n2nnnc2SCCCSc2nc3ccccc3s2)cc1 | -0.4% | -7% | -10% | 0% | ? | -2% | 0.4% | 17% | 1% | ? | 3%
COc1cccc(C2=NOC(C(=O)NCc3ccco3)C2)c1 (stereo unspecified) | -0.9% | -1% | 1% | 1% | i | 2% | -2.2% | 6% | 4% | ? | ?
CCOC(=O)c1[nH]c2ccc(OC)cc2c1NC(=O)N1CCOCC1 | -1.0% | -2% | 4% | 3% | 4.4e-08M* | -6% | -0.6% | -4% | -10% | -4% | ?
COCCn1c(=O)c(-c2ccc(F)cc2)nc2cnc(OCc3ccccc3)nc21 | -2.5% | ? | 5% | -1%[11.4 µM] | 1.8e-08M* | ? | -2.0% | -2% | -24% | 9% | ?
COC(=O)c1cc(=O)nc2sccn12 | -2.1% | -2% | -8% | 3% | 6.8e-08M* | 1% | -0.2% | 9% | 9% | -5% | ?
O=C(C1CCN(S(=O)(=O)N2CCC3(CC2)OCCO3)CC1)N1CCc2ccccc2C1 | -0.3% | 1% | 15% | 2% | i | 2% | 0.1% | 13% | 27% | 12% | 19%
O=C(Nc1ccc2c(c1)OCCO2)c1cncc(Br)c1 | 1.0% | -1% | -3% | 10µM* | ? | 1% | -2.1% | 42% | -15% | 4% | -7%
O=C(COc1ccc(F)cc1)NCC1CCCO1 (stereo unspecified) | -1.2% | -2% | -7% | -1% | i | 0% | 0.0% | -3% | 4% | 1% | -1%
Cc1ccccc1S(=O)(=O)Cc1ccc(C(=O)N2CCN(c3cccc(C)c3C)CC2)o1 | 0.9% | -5% | 8% | 2% | i | -3% | 0.0% | 6% | 30% | ? | ?
O=C(c1cc2ccccc2oc1=O)N1CCCC1 | 0.0% | 0% | 2% | 2% | ? | -1% | -0.3% | -5% | -8% | 5% | -2%
CC(OC(=O)c1cc2sccc2n1C)C(=O)NCCc1ccccc1 (stereo unspecified) | 0.6% | -2% | -16% | 3% | i | 0% | -1.1% | -5% | 0% | 29% | -8%
O=C(O)c1ccc(S(=O)(=O)Nc2ccc(F)c(Cl)c2)cc1 | -1.9% | -1% | 4% | -4% | 3.7e-08M* | -3% | -0.3% | -10% | -9% | 4% | 4%
CCN(CCO)CCCC(C)Nc1ccnc2cc(Cl)ccc12 (stereo unspecified) | -2.6%[3.08 µM] | 0% | -12% | nt | nt | 0% | -2.3% | nt | 8% | nt | nt
O[Si@](CCCN1CCCCC1)(c1ccc(F)cc1)C1CCCCC1 | -0.9% | 2% | 3% | 3% | i | -2% | -1.3% | -2% | 23% | ? | -5%
COc1ccc(CCNC2=NCCS2)cc1 | -0.4% | -1% | 6% | -2% | i | 2% | 0.5% | 2% | -1% | ? | -6%
CCOc1ccc(C(=O)CN2CCN(S(=O)(=O)c3ccc(F)cc3)CC2)cc1 | 1.0% | -3% | 28% | 1% | ? | 0% | -1.7% | -2% | -19% | ? | ?
CCCCn1c(NCc2ccccc2O)nc2ccccc21 | -0.3% | -2% | nt | -13% | nt | -1% | 0.7% | 4% | 25µM* | 14% | -18%
O=C(O)CSCc1cnn(-c2ccccc2)c1-n1cccc1 | 0.1% | -1% | -3% | 0% | i | 0% | 0.2% | -5% | ? | 13% | -8%
O=C(c1ccc2c(c1)[nH]c(=S)n1c3ccccc3nc21)N1CCN(c2ncccn2)CC1 | -2.2% | -1% | 5% | -1% | ? | 0% | 1.6% | 24% | -5% | -2% | ?
CCN(CCCNC(=O)C1CCC(=O)N1C1CCCC1)c1cccc(C)c1 (stereo unspecified) | -1.4% | 0% | 13% | 3% | i | 1% | -0.3% | -19% | 29% | 10% | 2%
O[C@@H](c1cc(C(F)(F)F)nc2c(Cl)cc(Cl)cc12)[C@@H]1CCCCN1 | -1.6%[15.4 µM] | -1%[11.5 µM] | nt | 2%[11.4 µM] | i | 2%[11.5 µM] | -1.9%[15.4 µM] | -16%[11.4 µM] | -17%[11.5 µM] | 11%[11.4 µM] | -12%[7.6 µM]
CCN(C(=O)CSc1nncs1)c1c(N)n(Cc2ccccc2)c(=O)[nH]c1=O | -2.1% | 0% | -6% | 2% | ? | 0% | -0.5% | -3% | -8% | -13% | -4%
COc1ccccc1Nc1ncccc1C(=O)O | -1.8% | 0% | -3% | 1% | ? | -1% | -3.6% | -3% | -16% | 14% | -8%
Cc1cc2c(cc1S(N)(=O)=O)S(=O)(=O)CCC2 | -1.7%[34.4 µM] | 1%[25.7 µM] | -8%[17.1 µM] | -5%[25.5 µM] | i | 2%[25.7 µM] | -1.8%[34.4 µM] | 1%[25.6 µM] | 14%[25.7 µM] | -2%[25.6 µM] | -6%[17.1 µM]
Cc1ccc(C[C@H](Cc2nc3ccccc3[nH]2)c2nc3ccccc3[nH]2)cc1 | nt | nt | nt | -5%[11.4 µM] | i | nt | nt | 124% | nt | 1% | ?
CCc1ccc(N/C(SCc2cccc(F)c2)=C(/C#N)C(=O)NCc2ccco2)cc1 | -0.6% | -2% | -6% | -2% | ? | -5% | -0.2% | -7% | -7% | ? | 9%
CCOC(=O)C1C(=O)CC(C)(O)C(C(=O)OCC)C1/C=C/c1ccccc1 (stereo unspecified) | 4.3% | 0% | 6% | 2% | nt | 0% | -1.8% | -1% | -10% | 5µM* | 4%
COc1ccc(-c2nnc3n2N=C(c2ccccc2)CS3)cc1OC | -1.9% | 2% | 0% | -1% | i | 1% | 0.4% | -2% | 3% | 1% | -7%
CCOc1ccc(CNC(=O)C2CCCN(S(C)(=O)=O)C2)cc1OC (stereo unspecified) | -1.7% | 1% | -3% | 2% | ? | 0% | 1.0% | -6% | 12% | 1% | 1%
O=C(O)C1CCCN1S(=O)(=O)c1ccc2c(c1)CCC2 (stereo unspecified) | -6.5% | 0% | nt | 3% | i | -2% | -0.3% | -2% | -10% | 5% | -1%
CNc1cc(OC)c(C(=O)N[C@@H]2CCN(Cc3ccccc3)[C@H]2C)cc1Cl | 0.7% | 2% | nt | -3% | nt | 3% | 0.7% | 74% | -11% | 2% | ?
COCc1c(C(=O)OCC(=O)N2c3ccccc3NC(=O)C2(C)C)oc2ccccc12 | -0.9% | -1% | 9% | -24% | 2.9e-08M* | -2% | 0.5% | -11% | -7% | ? | ?
COc1cccc(NC(=O)CN(c2ccc(C)cc2)S(=O)(=O)c2c(C)nn(C)c2C)c1 | 1.6% | 0% | 42%[activator] | 1% | i | -4% | 0.4% | 4% | 6% | 15% | -4%
Cc1cc(C)nc(NCCCc2ccccc2)n1 | -3.0% | 1% | nt | 2% | i | -3% | 0.2% | 6% | -24% | 28% | 5%
CCOc1ccc(NC(=O)C2CC(=O)N(c3cc(C)cc(C)c3)C2)cc1 (stereo unspecified) | 0.8% | -1% | 16% | 4% | i | -1% | 1.0% | -20% | -5% | 16% | -14%
O=C(CN1C(=O)CCS(=O)(=O)c2ccccc21)Nc1cccc(Cl)c1 | -1.0% | -4% | -1% | -3% | i | -1% | -0.1% | 9% | 1% | 3% | -16%
CCn1cc(Br)c(C(=O)NCc2ccco2)n1 | 1.0% | -6% | -7% | 1% | i | 3% | 0.7% | -18% | -17% | 1% | ?
O=C(N1CCOCC1)C1(c2ccccc2)CCCCC1 | -0.5% | -1% | -5% | -2% | i | 0% | -1.1% | 8% | -4% | 10% | -3%
COc1ccc(CCNC(=O)Cn2cnc3c(nnn3Cc3ccccc3F)c2=O)cc1OC | 0.4% | 1% | 8% | -1% | i | 6% | -0.6% | 1% | -3% | -6%[2.29 µM] | -5%
c1ccc(Nc2nn[nH]n2)cc1 | 1.2% | 1% | 0% | 0% | i | -1% | -0.6% | 6% | 14% | -1% | -6%

From PubChem

Compounds as they come. About 16% of those tested had a hit in this group.
